Screening data from PubChem BioAssay.
TGFb inhibitor: inhibitors of TGF-b signaling; HepG2 CAGA-GFP TGF-b/SMAD3 reporter, GFP fluorescence, 18 h; TGF-beta stimulated, 500 pg/mL final; AID 588855; actives 1.2% (n = 410,000); Potency, µM (doses to about 46.1 µM), without a hit: at the highest dose activity, negative = inhibition, hits mostly inhibitors; note: potency is the fitted concentration of half-maximal effect; % is set by controls: 0 for no effect and ±100 for the full control effect; nearly all actives have a fitted effect of over 65% in size
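Per well, imaged GFP fluorescence of HEPG2 CAGA-GFP cells gives the signal; cells get compound, then TGF-beta (500 pg/mL final), 18 h at 37 degrees C; %Activity versus -TGF-beta and +DMSO controls.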
IL1B secr inh: inflammasome signaling inhibition, IL-1 beta readout; activity change, % at 57.5 µM; THP-1 LPS/ATP IL-1B secretion, AlphaLISA, 16 h; active compounds read low; actives 4.7% (n = 360,000); AID 743279; in the data active = activity change below about -50%; inconclusive = mostly about -30% to -49%; note: % is set by controls: 0 for no effect and ±100 for the full control effect
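THP-1 cells pretreated 1 hr with compounds (up to 57.5 uM final), then stimulated with LPS (250 ng/mL final) plus ATP (1.25 mM final); secreted IL-1B measured by AlphaLISA after 16 hr, decreased signal indicating inhibition.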
ATXN viability: reduces viability in counter-screen for ATXN expression inhibitors. actives 0.49% (n = 400,000). Potency, µM (doses to about 56.7 µM), actives largely listed as cytotoxic. S2 cells (HEK-293 line with an ATXN2-luciferase reporter) viability, CellTiter-Fluor protease fluorescence, 24 h; note: potency is the fitted concentration of half-maximal effect; nearly all actives have a fitted effect of over 40% in size
MCF10A rerep: induces DNA re-replication in MCF 10a normal breast cells; MCF 10A DNA re-replication, Hoechst nuclear intensity, 48 h; Potency, µM (titrated, usually from 46.1 µM), without a hit: at the top dose activity, positive = re-replication, hits mostly activators; actives 2.9% (n = 350,000); AID 624296; note: potency is the fitted concentration of half-maximal effect; % of control where 0% means no effect; nearly all actives have a fitted effect of over 50% in size
A549 viability: kills or reduces viability of A549 cells in Nrf2 counter-screen; A549 ARE-Fluc cells, CellTiter-Fluor viability, 18-24 h; Potency, µM (top dose mostly 46 µM), for the others: at the top dose activity change, negative = cytotoxicity, actives largely listed as inhibitors; actives 0.16% (n = 390,000); AID 504648; note: potency is the fitted concentration of half-maximal effect; % is set by controls: 0 for no effect and ±100 for the full control effect
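Cytotoxicity counterscreen: CellTiter-Fluor fluorescence was measured in A549 ARE_Fluc cells after 18-24 h of compound exposure in a concentration series. The subsequent BugLite luminescent read reports ARE-luciferase activity.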
HepG2 viability: HepG2 cytotoxicity, counter-screen for TGF-b inhibitors; Potency, µM (doses to about 46.1 µM), for inactives: at the highest dose activity change, negative = cytotoxicity, actives largely listed as cytotoxic; HepG2 CAGA-GFP viability, ATP luminescence, 18 h; actives 0.76% (n = 410,000); note: potency is the fitted concentration of half-maximal effect; some results filed as inactive show a strong effect at the top dose
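CellTiter-Glo luminescence gave cytotoxicity after 18 hours at 37 degrees C. The cells were HepG2 CAGA-GFP in 1% FBS DMEM, stimulated with 500 pg/mL TGF-beta after compound addition. %Activity was normalised to no-cell wells (complete cell-killing) and DMSO (no toxicity), and curves were fitted and classified.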
Nrf2 inh: Nrf2 pathway inhibition; A549 ARE-Fluc reporter, luciferase luminescence, 18-24 h; Potency, µM (highest dose often 46 µM), for the others: at the top dose activity change, negative = inhibition, most hits filed as inhibitors; actives 2.1% (n = 360,000); note: potency is the fitted concentration of half-maximal effect; % is set by controls: 0 for no effect and ±100 for the full control effect; nearly all actives have a fitted effect of over 60% in size
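Two sequential reads on A549 ARE_Fluc cells exposed to compound for 18-24 h: a CellTiter-Fluor fluorescence read for viability, then a luciferase luminescence read for Nrf2/ARE activity.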
ATXN2 expr inh: reduces ATXN2 reporter expression in HEK-293 cells; Potency, µM (doses to about 57 µM), inactives show top-dose activity change, negative = inhibition, most hits filed as inhibitors; HEK-293 ATXN2-luciferase reporter, luminescence, 24 h; actives 0.72% (n = 360,000); note: potency is the fitted concentration of half-maximal effect; % is set by controls: 0 for no effect and ±100 for the full control effect; nearly all actives have a fitted effect of over 55% in size
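qHTS (up to 57 uM final) was run with 24 h compound exposure of reporter cells at 37 °C. Each well was multiplexed: SteadyGlo luminescence measured ATXN2-luciferase expression after a fluorogenic Gly-Phe-AFC viability readout (25 uM final).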
Nrf2 activator: Nrf2 pathway activation. AREc32 ARE-luciferase reporter (MCF7-derived line), luminescence, 24 h. Potency, µM (doses to about 46.1 µM), for inactives: top-dose activation, usual class: activators. actives 0.31% (n = 410,000). AID 624171; note: potency is the fitted concentration of half-maximal effect; % of control where 0% means no effect; nearly all actives have a fitted effect of over 65% in size
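Quantitative high-throughput format: AREc32 reporter cells, 1000 per well, received compound by pin transfer and were incubated 24 hr at 37 deg C, 5% CO2, before Steady-Glo luminescence detection.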
* hit, by the source's call; i = inactive; u = inconclusive; x = no result given; & = joins results of further samples; [ ] = another dose, or the depositor's remark. Unless noted, calls come from the whole dose curve; as a rule, active = well fitted curve in the direction sought with a large enough effect; inconclusive = small, poorly fitted or top-dose-only effect, or another doubt; inactive = no such curve, though single readings can be large; an effect the other way counts as inactive or inconclusive. Compounds as they come; any-hit rate near 8.8%.

Below each compound – TGFb inhibitor | IL1B secr inh | ATXN viability | MCF10A rerep | A549 viability | HepG2 viability | Nrf2 inh | ATXN2 expr inh | Nrf2 activator
Cc1ccc(C2C(=O)N(C3CCCC3)CC(=O)N2C2CCCCC2)cc1 (stereo not given)
    6% | -12 | i | 7% | -4% | -17% | -21% | -6% | -0.1%
O=C(NCc1ccccc1)C1CCC(CNS(=O)(=O)c2ccc(Br)s2)CC1 (stereo not given)
    -30% | x | i | x | 0% | -20% | 7% | 6% | -0.8%
COc1cc(NC(=O)c2ccc(-c3nc(COc4ccccc4)c(C)o3)cc2)cc(OC)c1
    u | x | x | x | 0% | -19% | 5.2µM* | x | 0.6%
CCOC(=O)Cn1nc(-c2ccc(C)cc2)ccc1=O
    -7% | 0 | i | -6% | 7% | -18% | 17% | 44%[activator] | 0.0%
O=C(Cn1c(-c2cccs2)cc2ccccc21)NCCCN1CCN(c2ccccc2F)CC1
    u | x | u | x | u | -51% | u | 0% | -2.5%
CC(=O)Nc1ccc(S(=O)(=O)NC(CSc2ccc(C(=O)O)cc2[N+](=O)[O-])C(=O)O)cc1 (stereo not given)
    5% | -11 | i | -3% | -4% | 4% | u | 17% | 0.3%
O=S(=O)(c1ccc2nc(NCc3ccccc3Cl)ccc2c1)N1CCCCC1
    u | x | x | x | -9% | -26% | u | x | -1.7%
CC(C)Cc1nnc(NS(=O)(=O)c2ccccc2)s1
    1% | 14 | i | x | x | -6% | x | x | 0.2%
COC(=O)c1ccc(CN(c2ccc(C)cc2)S(=O)(=O)c2ccc3c(c2)OCCO3)o1
    19% | 38 | i | u | -2% | 11% | 3% | -4% | -0.4%
CCCN1C=CC(=C2C(=O)c3ccccc3C2=O)C=C1
    5% | u | u | 15% | -25% | 7.1µM* | 3.3µM* | u | -2.8%
CCOc1ccc(C(=O)Nc2ccc(C(=O)OCc3cc(=O)n4nc(CC)sc4n3)cc2)cc1
    4% | x | x | x | 13% | 0% | x | x | -0.8%
O=C(NCCNS(=O)(=O)c1ccccc1)N1CCOCC1
    -17% | 27 | i | 1% | -4% | -11% | -7% | -2% | -0.9%
Cc1ccc(OCC(=O)O/N=C(\N)c2cccnc2)cc1
    3% | -1 | i | 12% | 0% | 16% | 4% | 7% | 3.0%
CCc1noc(C)c1C(=O)N1CCCSC1=Nc1ccccc1Cl
    6% | 22 | i | 14% | 5% | -4% | -21% | -27% | 0.3%
CC(C)(C)C(=O)Nc1ccccc1C(=O)NCc1cccnc1
    -7% | 22 | i | 0% | -9% | 11% | -9% | x | -0.1%
O=C(Cc1ccccc1)N(Cc1cccnc1)c1nc2c(F)cc(F)cc2s1
    -18% | x | x | x | -8% | -39% | x | x | 3.5%
O=C(CSc1nc2ccccc2o1)N1CCN(c2ccc(Cl)cc2)CC1
    16% | 12 | i | 21% | -9% | -19% | -2% | -6% | -0.1%
CCSc1nnc(NC(=O)[C@@H](NC(=O)c2cc(OC)cc(OC)c2)C(C)C)s1
    11% | 22 | i | -2% | 0% | 1% | 5% | -18%[11.3 µM] | -0.7%
COc1ccc(NS(=O)(=O)c2cc(NC(=O)CCNC(C)=O)ccc2N2CCCCC2)cc1
    -2% | 21 | u | -1% | -14% | -3% | -14% | -6% | -0.4%
COc1ccc(S(=O)(=O)N2CCCC(C(=O)NCCN3CCOCC3)C2)cc1C (stereo not given)
    7% | -15 | i | 0% | 7% | -25% | -1% | -13% | 0.0%
Cc1cc(C)nc(SCc2n[nH]c(=S)n2C)n1
    7% | 5 | i | -3% | 0% | 2% | x | 13% | -1.5%
O=C1c2ccccc2NC(c2ccc(OCc3ccccc3)c(OCc3ccccc3)c2)N1Cc1ccco1 (stereo not given)
    2% | x | x | x | -1% | 2% | -9% | x | x
COc1ccc(NC(=O)C2CCCN(S(=O)(=O)c3ccc(-n4cnnn4)cc3)C2)cc1 (stereo not given)
    -21% | 13 | i | 14% | -5% | -20% | 23% | -9% | 0.2%
COc1ccc2c(c1)CC/C2=N\OC(=O)c1ccccc1OC
    9% | -8 | i | -2% | 0% | -5% | -13% | x | 6.8%
Cc1ccc(SCCC(=O)NCCSCc2ccco2)cc1
    -6% | 27 | i | 6% | -1% | -25% | 6% | 15% | 4.5%
CC(=O)c1cn(Cc2ccccc2)c(=O)[nH]c1=O
    52%[activator] | 14 | i | -4% | 2% | 0% | 2% | 26% | 0.6%
Cc1cccc(-c2noc(CN(C(=O)C34CC5CC(CC(C5)C3)C4)C(C)C)n2)c1
    -1% | 10 | i | 3% | 0% | 2% | 7% | 4% | 1.8%
C#CCOCCOCCOCCNc1nc(N2CCN(C(=O)C([C@@H](C)O)n3cc([C@@H](N)CCCCN)nn3)CC2)nc(N2CCN(C(=O)[C@H](CCCCN)n3cc(CN)nn3)CC2)n1 (stereo not given in full)
    0% | -4 | i | 22% | -14% | -40% | 6% | -7% | -0.3%
COCCCNC(=O)c1ccc(CS(=O)(=O)c2ccccc2OC)o1
    25% | 7 | i | -16% | -4% | 10% | 2% | 15% | -0.3%
CC1(OC(=O)C2CCCC2)C(=O)C=C2C=C(c3ccsc3)N(C3CCCC3)C=C2C1=O (stereo not given)
    -2% | 10 | i | -41%[inhibitor] | -4% | -5% | -18% | 3% | 2.2%
COc1ccc(S(=O)(=O)N2CCC(C(=O)O)(c3ccccc3)CC2)cc1
    6% | 36 | i | 0% | 6% | 20% | 6% | -7% | 0.0%
C#CCOc1ccc(/C=C2/C(=O)NN(c3ccc(F)cc3)C2=O)cc1OC
    74%[activator] | 37 | i | 4% | -1% | -5% | 5% | -9% | -0.7%
COc1ccc(NC(=O)CSc2nnc(CNC(=O)COc3ccc(Cl)cc3)o2)cc1
    -2% | 17 | i | 1% | -3% | -10% | -13% | x | -0.9%
CCC(C(=O)Nc1nnc(-c2ccco2)s1)c1ccccc1 (stereo not given)
    9% | 22 | i | 2% | -2% | 11% | x | 0% | 12%
C=CC(=O)Nc1ccc(Nc2nc(NC3CCC(N(C)C)CC3)nc3c2ncn3C(C)C)cc1 (stereo not given)
    0.63µM* | -109* | 1.8µM* | u | 18µM* | -1% | 2.6µM* | u | -3.0%
Cc1nn(-c2ccccc2)c2sc(C(=O)Nc3ccc(Br)cc3)cc12
    -19% | x | i | x | -2% | 0% | -8% | 0% | 1.1%
COC(=O)/C(C#N)=C1/C=Cc2ccccc2N1C
    -9% | -7 | u | 3% | u | -14% | 29% | 21% | 5.0%
COc1ccccc1CNC(=O)c1csc2c1CCCC2
    u | -8 | i | -2% | 9% | -17% | -13% | -7% | 0.3%
O=C(NCCc1ccccc1)c1ccc(CS(=O)Cc2ccc(Cl)cc2)o1 (stereo not given)
    -2%&-24% | -8 | i | u | -5%&-1% | -9%&-18% | -21%&5% | 4% | 0.3%&5.5%
CC(=O)c1ccc(S(=O)(=O)N(C)CCCC(=O)N(C)Cc2ccccc2F)cc1
    7% | 0 | i | 10% | 4% | -55% | 8% | -8% | 0.3%
N=c1c2ccccc2nc2n1CCCCC2
    2% | 2 | i | x | x | -1% | x | x | 0.3%
CCc1ccc(OCC(=O)Nc2ccc(Cl)c(-c3nc4ncccc4o3)c2)cc1
    -17% | x | i | x | -4% | -27% | u | -18% | 0.7%
FC(F)Sc1ccc(NC(=S)NC2CCC(NC(=S)Nc3ccc(SC(F)F)cc3)CC2)cc1 (stereo not given)
    11% | 11 | i | u | -7% | -8% | 6% | -15% | -0.6%
CCCC(=O)Nc1ccc2nc(SCC(=O)N3CCOCC3)sc2c1
    0% | x | x | x | -2% | 5% | 17% | x | 5.0%
O=C(O)CSc1cccnc1Sc1ccc(Cl)cc1
    0% | 50 | i | 2% | 0% | -1% | -18% | 13% | -0.3%
O=C(NC(=S)Nc1ccc(CN2CCOCC2)cc1)c1ccc([N+](=O)[O-])cc1
    -21% | 31 | i | -1% | -1% | -16% | -14% | -11% | -0.1%
CCN1CCN(C(c2ccc(F)cc2)c2sc3nc(-c4ccco4)nn3c2O)CC1 (stereo not given)
    0% | x | i | x | 7% | 5% | x | 12% | 1.8%
Cc1cccc(-n2ncc3c(NCCN4CCOCC4)ncnc32)c1
    46%[activator] | -16 | i | 2% | 11% | 6% | u | 44%[activator] | 4.0%
COc1cc(/C=N/NC(=O)Cc2nnc(NC(=O)c3ccccc3)s2)ccc1O
    -3% | 18 | i | u | 5% | 2% | 19% | -10% | 41%
CN(O)/C=c1/ccc2c(n1)C(=O)C=CC=2
    u | 70 | i | u | -1% | -11% | x | -23% | 15%

Some of the entries above in a different format.
| Molecule | TGFb inhibitor | IL1B secr inh | ATXN viability | MCF10A rerep | A549 viability | HepG2 viability | Nrf2 inh | ATXN2 expr inh | Nrf2 activator |
| --- | --- | --- | --- | --- | --- | --- | --- | --- | --- |
| CC(=O)c1cn(Cc2ccccc2)c(=O)[nH]c1=O | 52%[activator] | 14 | i | -4% | 2% | 0% | 2% | 26% | 0.6% |
| Cc1cccc(-c2noc(CN(C(=O)C34CC5CC(CC(C5)C3)C4)C(C)C)n2)c1 | -1% | 10 | i | 3% | 0% | 2% | 7% | 4% | 1.8% |
| C#CCOCCOCCOCCNc1nc(N2CCN(C(=O)C([C@@H](C)O)n3cc([C@@H](N)CCCCN)nn3)CC2)nc(N2CCN(C(=O)[C@H](CCCCN)n3cc(CN)nn3)CC2)n1 (stereo not given in full) | 0% | -4 | i | 22% | -14% | -40% | 6% | -7% | -0.3% |
| COCCCNC(=O)c1ccc(CS(=O)(=O)c2ccccc2OC)o1 | 25% | 7 | i | -16% | -4% | 10% | 2% | 15% | -0.3% |
| CC1(OC(=O)C2CCCC2)C(=O)C=C2C=C(c3ccsc3)N(C3CCCC3)C=C2C1=O (stereo not given) | -2% | 10 | i | -41%[inhibitor] | -4% | -5% | -18% | 3% | 2.2% |
